Bioassay records deposited in PubChem by National Center for Advancing Translational Sciences (NCATS).
LMNA splice mod = modulators of lamin A splicing. HeLa LMNA splicing GFP/RFP minigene ratio, 48 h. Potency, µM (highest dose often 46.1 µM), without a hit: top-dose ratio change, negative = inhibition, usual class: inhibitors. hit rate 0.01% among 200,000. AID 1487; active means well fitted inhibition curve with a large enough effect in the signal ratio, with a control signal flat, not every such curve was filed as active; inconclusive means small, poorly fitted or top-dose-only effect, or effect the other way, or a change in a side signal; the % refers to the signal ratio; further: potency means the concentration at half of the fitted maximal effect; on the % scale 0 is the no-effect control and ±100 the full control effect
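S3 HeLa cells stably expressing lamin A-EGFP splicing minigene plus DsRed2, 600 cells/well, 48 h compound exposure at 37C. Laser-scanning cytometry; analysed as GFP (500-530 nm)/RFP (575-640 nm) total intensity ratio; 0.5% DMSO vehicle.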
Epigenetic derep = derepresses silenced GFP reporter in murine cells. murine LDR cells, GFP reporter derepression, 30 h. Potency, µM (highest dose often 53.9 µM), for inactives: at the highest dose GFP activation, actives largely listed as activators. hit rate 0.2% among 280,000; further: potency means the concentration at half of the fitted maximal effect; % of control where 0% means no effect; nearly all actives have a fitted effect of over 60% in size
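Readout is the number of GFP-expressing murine LDR cells, counted by cytometry following washing. Cells were treated with compound for 30 h at 37 C; the stably integrated CMV-GFP locus is normally silent.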
CBFb-RUNX1 inh = inhibitors of human CBF-beta and RUNX1 interaction. Q01196+Q13951. AID 1477. AlphaScreen CBFb-His/RUNX1-biotin binding, biochemical. 230,000 tested, under 10 active. Potency, µM (series often up to 59.8 µM), for inactives: top-dose activity, negative = inhibition, most hits filed as inhibitors; further: % of control where 0% means no effect
Target sequence (Q01196 whole entry, looked up): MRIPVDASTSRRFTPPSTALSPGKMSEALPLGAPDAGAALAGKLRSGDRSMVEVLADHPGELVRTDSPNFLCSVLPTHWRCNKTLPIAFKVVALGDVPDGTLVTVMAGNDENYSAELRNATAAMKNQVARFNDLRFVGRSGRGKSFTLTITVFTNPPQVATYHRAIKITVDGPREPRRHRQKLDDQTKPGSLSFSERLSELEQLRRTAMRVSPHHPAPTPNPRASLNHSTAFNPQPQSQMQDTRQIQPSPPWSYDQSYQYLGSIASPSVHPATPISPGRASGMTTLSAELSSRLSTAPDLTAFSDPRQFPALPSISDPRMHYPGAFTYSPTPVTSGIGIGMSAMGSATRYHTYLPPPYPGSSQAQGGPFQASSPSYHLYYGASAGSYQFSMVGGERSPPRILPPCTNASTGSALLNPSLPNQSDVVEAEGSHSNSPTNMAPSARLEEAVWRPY
Target sequence (Q13951 whole entry, looked up): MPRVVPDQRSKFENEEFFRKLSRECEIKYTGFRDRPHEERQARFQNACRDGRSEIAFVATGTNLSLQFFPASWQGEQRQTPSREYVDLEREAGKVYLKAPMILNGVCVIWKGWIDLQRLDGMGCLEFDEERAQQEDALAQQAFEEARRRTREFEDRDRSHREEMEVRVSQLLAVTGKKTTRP
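His-tagged CBF-beta and biotinylated RUNX1 (30 nM each) were premixed 20 min at room temperature, exposed to compound for 15 min, then given nickel-chelate and streptavidin AlphaScreen beads (50 ng each). After 90 min, AlphaScreen signal was read.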
KinaseGlo FLuc = Kinase-Glo luciferase inhibition (counter-screen) | Q27757 | Kinase-Glo luciferase, ATP luminescence, 8 min | Potency, µM (titrated, usually from 38.3 µM), inactives show at the top dose activity change, negative = inhibition, usual class: inhibitors | hit rate 0.28% among 200,000; further: potency means the concentration at half of the fitted maximal effect; on the % scale 0 is the no-effect control and ±100 the full control effect; nearly all actives have a fitted effect of over 60% in size
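Inhibition of Kinase-Glo luciferase light generation was assessed at 10 uM ATP in pH 7.2 imidazole buffer, with luminescence measured after eight minutes at ambient temperature.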
aGal spleen mod = alpha-galactosidase A (human) modulation | AID 2107 | hit rate 0.008% among 240,000 | Potency, µM (titrated, usually from 80 µM), inactives show top-dose activity change, negative = inhibition, usual class: inhibitors | P06280 | human spleen homogenate, 4MU-alpha-Gal fluorescence, 40 min;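 further: potency means the concentration at half of the fitted maximal effect; 0% = enzyme with vehicle and -100% = no enzyme basal signal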
Target sequence (P06280 32-429 limits assumed): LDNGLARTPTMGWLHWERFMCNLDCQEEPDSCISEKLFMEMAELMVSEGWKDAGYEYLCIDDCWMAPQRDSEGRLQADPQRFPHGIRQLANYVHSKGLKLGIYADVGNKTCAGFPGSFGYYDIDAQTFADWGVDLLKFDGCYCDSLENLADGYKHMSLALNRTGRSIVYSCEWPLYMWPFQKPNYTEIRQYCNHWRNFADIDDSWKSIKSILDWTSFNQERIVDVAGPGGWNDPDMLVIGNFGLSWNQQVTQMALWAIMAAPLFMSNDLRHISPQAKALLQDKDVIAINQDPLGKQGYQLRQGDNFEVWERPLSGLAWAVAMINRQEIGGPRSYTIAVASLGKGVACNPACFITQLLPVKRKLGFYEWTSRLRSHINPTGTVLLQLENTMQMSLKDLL
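Human spleen homogenate (1 ug) was the enzyme source, with 4-methylumbelliferyl-alpha-D-galactopyranoside (1 mM final) in pH 5.0 citrate buffer with 0.01% Tween-20. Compounds were titrated; after 40 min at 37C, NaOH/glycine stop, 4-MU fluorescence read; AC50 from Hill fits.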
IMPase Li inh = membrane-permeable IMPase blocker, potentiated with lithium; Potency, µM (top dose mostly 59.4 µM), for inactives: at the highest dose activity, negative = IMPase inhibition, usual class: inhibitors; CHO-M1 cells, IP1 TR-FRET (IP-One), carbachol + lithium; hit rate 0.35% among 210,000;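 further: IP1 builds up when IMPase is blocked and the TR-FRET signal falls; potency means the concentration at half of the fitted maximal effect; plate controls were basal vehicle for no effect and high inhibitor control for full effect; nearly all actives have a fitted effect of over 50% in size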
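Readout is a homogeneous TR-FRET IP1 immunoassay (Ex 320, Em 665 and 620), where raised cytosolic IP1 lowers signal. Cells were CHO-M1 treated 30 min at 37C with test compounds plus a little lithium; AC50 values came from Hill-equation fitting.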
NPSR antag = neuropeptide S receptor (human) antagonism, cAMP; Q6W5P4; CHO-NPSR cells, cAMP TR-FRET, antagonist mode; Potency, µM (highest dose often 38.3 µM), for inactives: at the highest dose activity change, negative = inhibition, hits mostly inhibitors; hit rate 1% among 220,000; AID 1461; further: potency means the concentration at half of the fitted maximal effect; on the % scale 0 is the no-effect control and ±100 the full control effect; nearly all actives have a fitted effect of over 50% in size; many of its hits are not listed in these tables
* marks the source's active call; other numbers are inactive results; ? = inconclusive; / = not tested or not shown; [ ] = dose if it differs, or a comment. Unless noted, the call rests on the fitted dose curve; in most records, active means well fitted curve in the direction sought with a large enough effect; inconclusive means small, poorly fitted or top-dose-only effect, or another doubt; inactive means no such curve, though single readings can be large; an effect the other way counts as inactive or inconclusive.

#	Molecule	LMNA splice mod	Epigenetic derep	CBFb-RUNX1 inh	KinaseGlo FLuc	aGal spleen mod	IMPase Li inh	NPSR antag
1	C=C(C)[C@]12C[C@@H](C)[C@@]34OC(Cc5ccccc5)(O[C@@H]1[C@@H]3C=C(COC(=O)Cc1cc(OC)c(O)cc1I)C[C@]1(O)C(=O)C(C)=C[C@@H]41)O2	/	5.2%	8%	1%[39.9 µM]	8%	3%	/
2	CC(=O)Nc1cc(C(=O)N2CCCC2)ccc1Sc1ccc(Cl)cc1	-4%	2.8%	-3%	-4%	2%	-6%[38.3 µM]	-10%[46.1 µM]
3	CCOc1ccccc1N1CCN(CC(=O)NCCc2ccc(S(N)(=O)=O)cc2)CC1	-8%[46 µM]	-0.4%	3%	2%	1%	3%	1%
4	CC(C)=NN1C(c2nonc2N)=NOC1(C)C	/	-0.7%	7%	/	-2%	/	-16%
5	N/C(Cc1cccs1)=N\OC(=O)COc1ccccc1Cl	5%	0.4%	?	0%	-4%	19%[38.3 µM]	18%[46.1 µM]
6	COc1ccccc1C(c1nnnn1C(C)(C)C)N1CCN(Cc2ccncc2)CC1 (configuration not stated)	4%	-0.1%	6%	2%	-4%	2%[38.3 µM]	-28%[46.1 µM]
7	O=C(NCc1ccccc1)Nc1cccn(Cc2ccc(F)cc2)c1=O	?	7.9%	-1%	2%	3%	0%	7%
8	CC1CC(C)CN(C(=O)c2ccc(NC(=O)c3ccc(=O)[nH]c3)cc2)C1 (configuration not stated)	2%	-2.9%	1%[2.36 µM]	0%	1%	-3%	7%
9	O=C1CC(N2CCN(Cc3ccc4c(c3)OCO4)CC2)C(=O)N1c1ccccc1 (configuration not stated)	20%	-1.0%	4%	-6%	0%	63%[activator][38.3 µM]	?
10	Cc1nc2ccccn2c1C(=O)C(=O)Nc1cc(F)ccc1F	/	-3.0%	8%	5%	-2%	6%	1%
11	CN(C)c1ccc(C(c2nnnn2C(C)(C)C)N2CCN(C(=O)c3ccco3)CC2)cc1 (configuration not stated)	-2%	-3.4%	0%	/	6%	/	-14%[46.1 µM]
12	Cc1cccc(C)c1N/C=C/c1onc(C)c1[N+](=O)[O-]	0%	?	-6%	-1%	2%	-3%[38.3 µM]	-12%[46.1 µM]
13	NC(=O)C1Cc2ccccc2CN1S(=O)(=O)c1cccs1 (configuration not stated)	-2%[46 µM]	-0.4%	9%	1%	-6%	3%	9%
14	O=c1cnc2cnc(Oc3cccc(Cl)c3)nc2n1C1CC1	/	/	/	1%	-5%	4%	/
15	CCC(c1nnnn1C(C)(C)C)N1CCN(C2CCCC2)CC1 (configuration not stated)	11%	1.8%	16%	-5%	-1%	19%[38.3 µM]	-3%[46.1 µM]
16	CCC(C)(C)NC(=O)C(c1ccc(OC)cc1)N(Cc1cccs1)C(=O)CCC(=O)Nc1cc(C)on1 (configuration not stated)	?	5.1%	2%	0%	6%	14%	0%
17	N#Cc1cnc(SCCc2ccccc2)nc1N	12%	-1.0%	13%	-1%	-1%	7%[38.3 µM]	-15%[46.1 µM]
18	CC(O)c1nc2ccccc2n1CC(=O)N1CCN(c2ccccc2)CC1 (configuration not stated)	7%[46 µM]	8.4%	7%	-2%	-3%	7%	4%
19	COc1cc(/C=N/NC(=O)c2cc(C)oc2C)ccc1O	/	-0.3%	-3%	/	-9%	6%	-2%
20	O=C(c1ccccc1)N1CCCC(C(=O)N2CCc3ccccc3C2)C1 (configuration not stated)	0%	-10%	0%	1%	-1%	40%[38.3 µM]	-9%[46.1 µM]
21	CSC1=Nc2sc3c(c2C2=NCCN12)CCCC3	-17%	-3.4%	-1%	/	3%	/	-1%[46.1 µM]
22	CCOC(=O)C1CCCN(C(=O)/C=C/c2cccc([N+](=O)[O-])c2)C1 (configuration not stated)	4%	3.5%	-1%	-1%	0%	-2%[38.3 µM]	-7%[46.1 µM]
23	CC(=O)c1cccc(N(C(=O)CS(=O)CC(=O)Nc2ccc(F)cc2)C(C(=O)NC2CCCCC2)c2ccc(C)o2)c1 (configuration not stated)	-5%	1.0%	2%	2%	4%	1%	14%
24	O=C(NN1C(=O)/C(=C/c2cccs2)SC1=S)c1ccccc1	-18%	0.0%	-4%	3%	3%	-2%	-3%[46.1 µM]
25	COc1ccccc1N1CCN(C(=O)CSc2nnc(NC(=O)C3CCC3)s2)CC1	0%	0.8%	-5%	-6%	-1%	-11%[38.3 µM]	-4%[46.1 µM]
26	Fc1cccc(NC(=S)NCCc2ccccc2)c1	?	-3.2%	-7%	-1%	-9%	-4%	-35%
27	CN(C)S(=O)(=O)c1cccc(C(=O)Nc2ccc(Cl)cn2)c1	-10%	2.7%	-5%	-3%	10%	-3%[38.3 µM]	-2%[46.1 µM]
28	CCN1CCN(c2nc3c(c(=O)n(C)c(=O)n3C)n2Cc2cccc3ccccc23)CC1	-12%	0.0%	3%	4%	-1%	11%	3%[46.1 µM]
29	Cc1nn(CCCC(=O)NCCc2ccccc2)c(C)c1[N+](=O)[O-]	-4%[46 µM]	-4.1%	-10%	7%	-3%	1%	-1%
30	O=C(c1ccncc1)N1CCC2(CCCN(Cc3ccncc3)C2)CC1	/	/	/	0%	2%	19%	/

A second format for part of the listing above:
4	CC(C)=NN1C(c2nonc2N)=NOC1(C)C
5	N/C(Cc1cccs1)=N\OC(=O)COc1ccccc1Cl
6	COc1ccccc1C(c1nnnn1C(C)(C)C)N1CCN(Cc2ccncc2)CC1 (configuration not stated)

entry no.,4,5,6
LMNA splice mod,/,5%,4%
Epigenetic derep,-0.7%,0.4%,-0.1%
CBFb-RUNX1 inh,7%,?,6%
KinaseGlo FLuc,/,0%,2%
aGal spleen mod,-2%,-4%,-4%
IMPase Li inh,/,19%[38.3 µM],2%[38.3 µM]
NPSR antag,-16%,18%[46.1 µM],-28%[46.1 µM]

Arranged by length of the SMILES (low to high): 6 of the compounds above
#	Molecule	LMNA splice mod	Epigenetic derep	CBFb-RUNX1 inh	KinaseGlo FLuc	aGal spleen mod	IMPase Li inh	NPSR antag
26	Fc1cccc(NC(=S)NCCc2ccccc2)c1	?	-3.2%	-7%	-1%	-9%	-4%	-35%
14	O=c1cnc2cnc(Oc3cccc(Cl)c3)nc2n1C1CC1	/	/	/	1%	-5%	4%	/
20	O=C(c1ccccc1)N1CCCC(C(=O)N2CCc3ccccc3C2)C1 (configuration not stated)	0%	-10%	0%	1%	-1%	40%[38.3 µM]	-9%[46.1 µM]
6	COc1ccccc1C(c1nnnn1C(C)(C)C)N1CCN(Cc2ccncc2)CC1 (configuration not stated)	4%	-0.1%	6%	2%	-4%	2%[38.3 µM]	-28%[46.1 µM]
25	COc1ccccc1N1CCN(C(=O)CSc2nnc(NC(=O)C3CCC3)s2)CC1	0%	0.8%	-5%	-6%	-1%	-11%[38.3 µM]	-4%[46.1 µM]
28	CCN1CCN(c2nc3c(c(=O)n(C)c(=O)n3C)n2Cc2cccc3ccccc23)CC1	-12%	0.0%	3%	4%	-1%	11%	3%[46.1 µM]

(listing goes on)
#	Molecule	LMNA splice mod	Epigenetic derep	CBFb-RUNX1 inh	KinaseGlo FLuc	aGal spleen mod	IMPase Li inh	NPSR antag
31	CC(C)Nc1nc(NC(C)C)nc(Nn2cnnc2)n1	17%[46 µM]	0.0%	3%	-6%	1%	4%	7%
32	COC(=O)c1ccc(/C=N/NC(=S)NC(C)C)cc1	/	0.0%	10%	/	0%	/	15%
33	Cc1cccc2cc(C(c3nnnn3CC3CCCO3)N3CCCc4ccccc43)c(=O)[nH]c12 (configuration not stated)	11%	-5.6%	1%	11%	-7%	-2%[38.3 µM]	-27%[46.1 µM]
34	CCSc1n[nH]c2nc3c(c(=O)n12)C1(CCCCC1)Cc1ccccc1-3	/	0.1%	8%	/	0%	/	-12%
35	CSCCC(NC(=O)c1cccc([N+](=O)[O-])c1)c1nc2ccccc2[nH]1 (configuration not stated)	-8%	0.0%	-13%	0%	-21%	1%	-1%
36	COc1cc(NC(=S)N2CCN(Cc3ccccc3)CC2)cc(OC)c1	-10%	0.0%	-4%	5%	2%	0%	-2%[46.1 µM]
37	NC1=NC2(CCC(c3ccccc3)CC2)n2c(nc3ccccc32)N1 (configuration not stated)	5%	0.0%	-3%	-3%	9%	2%[38.3 µM]	-16%[46.1 µM]
38	Cc1ccc(CCNS(=O)(=O)c2cnc[nH]2)cc1	4%	1.2%	1%	5%	-1%	16%[38.3 µM]	-1%[46.1 µM]
39	CCN1C(=O)c2cccc3c(NC(=O)c4ccc5c(c4)OCCO5)ccc1c23	-1%	22µM*	9%	4%	5%	-8%	-12%[46.1 µM]
40	O=C(Nc1sc2c(c1C(=O)c1ccccc1)CCCC2)c1cccnc1	3%	-1.8%	2%	2%	-4%	19%	-5%
41	COc1ccc(C(c2sc3nc(C)nn3c2O)N2CCN(CCO)CC2)cc1OC (configuration not stated)	-5%	0.0%	5%	5%	2%	15%[38.3 µM]	2%[46.1 µM]
42	Cc1cc2occ(CC(=O)Nc3nccs3)c2cc1C(C)C	9%	0.0%	5%	20%	-9%	28%[38.3 µM]	-12%[46.1 µM]
43	N#Cc1ccccc1NC(=O)COC(=O)CSc1nc2ccccc2o1	-7%	0.0%	5%	0%	6%	0%[38.3 µM]	-9%[46.1 µM]
44	CCOC(=O)c1ccc(N2C(=O)C3CC=C(C)CC3C2=O)cc1 (configuration not stated)	-2%	1.0%	4%	-4%	4%	-5%[38.3 µM]	6%[46.1 µM]
45	CCCCOc1ccc(-c2nnn(CCC(=O)N3CCOCC3)n2)cc1	?	0.0%	7%	-2%	5%	-3%[38.3 µM]	-19%[46.1 µM]
46	FC(F)(F)c1ccc(/C=N/NC(=S)NC2CCCCC2)cc1	/	1.7%	-4%	2%	1%	1%	-33%
47	CCN1C(=O)c2ccc(-c3nc4ccccc4c(=O)o3)cc2C1=O	/	-0.1%	8%	/	-4%	-7%	-1%

A portion of the library; rates above refer to the full screens.
